LmPK inh: qHTS Assay for Inhibitors of Leishmania Mexicana Pyruvate Kinase (LmPK). Q27686. purified LmPK, Kinase-Glo ATP luminescence, 1 h. Potency, µM (series often up to 57.5 µM), inactives show top-dose activity change, negative = inhibition, hits mostly inhibitors. 290,000 compounds, 0.37% hits; note: potency is the fitted concentration of half-maximal effect; % is set by controls: 0 for no effect and ±100 for the full control effect
Target sequence (Q27686 whole entry, looked up): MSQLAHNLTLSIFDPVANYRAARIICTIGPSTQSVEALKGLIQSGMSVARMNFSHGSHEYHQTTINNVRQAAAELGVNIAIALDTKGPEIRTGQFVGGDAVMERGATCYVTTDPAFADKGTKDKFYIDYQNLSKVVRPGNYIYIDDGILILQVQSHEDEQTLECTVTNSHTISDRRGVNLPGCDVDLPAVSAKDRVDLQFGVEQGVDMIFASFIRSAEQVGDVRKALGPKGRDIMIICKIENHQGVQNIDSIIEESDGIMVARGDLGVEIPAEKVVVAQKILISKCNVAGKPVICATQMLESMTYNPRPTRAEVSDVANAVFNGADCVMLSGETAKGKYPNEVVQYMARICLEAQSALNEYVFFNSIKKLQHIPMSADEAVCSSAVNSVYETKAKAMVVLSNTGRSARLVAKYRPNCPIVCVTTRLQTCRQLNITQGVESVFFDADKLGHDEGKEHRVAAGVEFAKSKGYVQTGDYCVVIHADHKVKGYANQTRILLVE
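In 50 mM imidazole pH 7.2 with 7 mM MgCl2, LmPK (0.1 nM) turned over PEP (0.5 mM) and ADP (0.1 mM) for 1 h at room temperature. Luciferase read-out of ATP.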
Pf growth 96h: Primary qHTS for delayed death inhibitors of the malarial parasite plastid, 96 hour incubation | P. falciparum luciferase reporter growth, 96 h | 320,000 compounds, 6.9% hits | Potency, µM (top dose mostly 28.7 µM), for inactives: at the highest dose activity change, negative = inhibition, most hits filed as inhibitors | AID 504834, 2011; note: potency is the fitted concentration of half-maximal effect; % is set by controls: 0 for no effect and ±100 for the full control effect
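Delayed-death screen, second-generation endpoint: infected erythrocytes, 2% hematocrit, 0.05% parasitemia final; 96 hours at 37 C, 5% CO2; luciferase detection reagent; luminescence decrease equals reduced growth.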
AmpC inh no detg: qHTS Inhibitors of AmpC Beta-Lactamase (assay without detergent); P00811; AmpC nitrocefin hydrolysis, absorbance 480 nm, 0.0001% Triton; Potency, µM (titrated, usually from 57.1 µM), inactives show at the highest dose activity change, negative = inhibition, usual class: inhibitors; 330,000 compounds, 0.52% hits; AID 485341, 2010;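 note: potency is the fitted concentration of half-maximal effect; plate controls were no compound for no effect and no enzyme for full effect; nearly all actives have a fitted effect of over 20% in size; some results filed as inactive show a strong effect at the top dose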
Target sequence (P00811 whole entry, looked up): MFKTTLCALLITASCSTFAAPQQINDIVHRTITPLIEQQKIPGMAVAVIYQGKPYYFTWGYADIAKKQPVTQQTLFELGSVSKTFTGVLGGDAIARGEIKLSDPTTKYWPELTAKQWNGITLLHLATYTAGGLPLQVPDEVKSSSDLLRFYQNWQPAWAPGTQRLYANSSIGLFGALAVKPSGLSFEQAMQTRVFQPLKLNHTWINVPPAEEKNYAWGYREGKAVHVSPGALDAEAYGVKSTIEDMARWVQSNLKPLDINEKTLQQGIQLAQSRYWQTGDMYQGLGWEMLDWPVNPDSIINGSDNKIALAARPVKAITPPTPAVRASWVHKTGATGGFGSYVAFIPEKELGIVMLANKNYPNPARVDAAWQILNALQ
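20 mM phosphate pH 7.0 + 0.01% (detergent screen) or 0.0001% Triton X-100; 5.3 nM AmpC reagent; cpd preinc 15 min RT; nitrocefin (800 uM stock) to start; A480 q20 s × 4 min; Activity was normalised to no-enzyme and no-compound control wells.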
Cycloheximide cs: Cycloheximide Counterscreen for Small Molecule Inhibitors of Shiga Toxin. cell reporter, cycloheximide protein synthesis inhibition counterscreen. max response, %. 300,000 compounds, 12% hits. AID 2314, 2010; in the data active = max response mostly above about 13%, no sharp cut-off; inactive = mostly below about 14%; note: read at 38.3 µM for the half of the compounds with a filed dose; 0% is about no effect
TbPYK inhibitor: qHTS of Trypanosoma Brucei Inhibitors | Potency, µM (highest dose often 76.8 µM), for the others: at the top dose activity, negative = inhibition, actives largely listed as inhibitors | pyruvate kinase (Trypanosoma brucei), Q57TT1 | 410,000 compounds, 0.12% hits | TbPYK enzyme, Kinase-Glo Plus ATP luminescence, 45 min; note: potency is the fitted concentration of half-maximal effect; % is set by controls: 0 for no effect and ±100 for the full control effect; nearly all actives have a fitted effect of over 50% in size
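Assay buffer: 50 mM TEA pH 7.2, 100 mM KCl, 10 mM MgCl2, 0.05% BSA, 0.01% Tween-20. Pyruvate kinase from T. brucei plus substrate met compound, then ADP (130 uM final). Luminescence was read post 45 min RT.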
Pf growth 48h: Primary qHTS for delayed death inhibitors of the malarial parasite plastid, 48 hour incubation; P. falciparum luciferase growth in erythrocytes, 48 h; Potency, µM (titrated, usually from 28.7 µM), for inactives: at the top dose activity change, negative = inhibition, most hits filed as inhibitors; 310,000 compounds, 5.9% hits; note: potency is the fitted concentration of half-maximal effect; % is set by controls: 0 for no effect and ±100 for the full control effect
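A one-generation exposure of luciferase-tagged malaria parasites in RPMI 1640/Albumax erythrocyte culture, 37 C and 5% CO2. Inhibition is inferred from decreased luminescence after adding detection reagent.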
Shiga toxin inh: A qHTS for Small Molecule Inhibitors of Shiga Toxin; Vero cells, Shiga toxin protein synthesis inhibition reporter; inhibition, % at 38.7 µM; 290,000 compounds, 9.2% hits; AID 2315, 2010; in the data active = inhibition mostly above about 28%, no sharp cut-off; inactive = mostly below about 43%; note: 0% is about no effect
* marks the source's active call; other numbers are inactive results; ? = inconclusive; . = not tested or not shown; & = joins results of further samples; [ ] = another dose, or the depositor's remark. Unless noted, calls come from the whole dose curve; as a rule, active = well fitted curve in the direction sought with a large enough effect; inconclusive = small, poorly fitted or top-dose-only effect, or another doubt; inactive = no such curve, though single readings can be large; an effect the other way counts as inactive or inconclusive.

Second line of a record – LmPK inh, Pf growth 96h, AmpC inh no detg, Cycloheximide cs, TbPYK inhibitor, Pf growth 48h, Shiga toxin inh
> Cc1ccc(N2CC(C(=O)N3CCC(C(=O)Nc4cccc(Br)c4)CC3)CC2=O)cc1 (stereo not drawn)
  3.2%, ?, 161.0%[activator], -8.0, 1.2%, ?, -12.5
> Cc1oc2ccc(NS(=O)(=O)c3cccc4cccnc34)cc2c1C(=O)OC(C)C
  -0.9%, 19.0%, -4.2%, -0.9, -2.5%, 7.3%, -16.2
> C(=N\n1cnnc1)/c1ccc(OCc2ccccc2)cc1
  -5.7%, 30.8%[activator], -5.1%, 24.2*, -4.7%, ?, 62.2
> CCCCCCCCn1c(N2CCN(c3cccc(Cl)c3)CC2)nc2c1c(=O)[nH]c(=O)n2C
  9.3%, -5.5%, 7.0%, 2.5, 1.1%, ., 11.2
> NC(=O)C1CCN(C(=O)CCSCc2ccc(Cl)c(Cl)c2)CC1
  2.4%, ?, 93.1%[activator], 1.7, 0.6%, 0.0%, -28.0
> Cc1ccccc1CC(=O)Nc1ccon1
  5.4%, -7.7%, -11.6%, -1.4, 0.3%, -6.6%, -8.6
> O=C(COc1ccc2ccc(=O)oc2c1)N1C[C@H]2C[C@@H](C1)c1cccc(=O)n1C2
  -0.2%, -20.8%, -13.8%, -2.7, -5.5%, 21.7%, -6.2
> CCOc1ccc(C(=O)Nc2ccc(S(=O)(=O)N3CCN(C)CC3)cc2)cc1
  -4.1%, ?, 105.1%[activator], -1.3, -16.1%, ?, -3.8
> O=C(Nc1cccc(Cl)c1)Nn1cnnc1
  0.4%, 1.2%, -17.3%, -1.2, 2.0%, 6.5%, -1.1
> O=C(CC(=O)N/N=C/c1ccc(F)cc1)N/N=C/c1ccc(F)cc1
  -0.8%, 23.5%, -15.2%, -0.9, 1.6%, 2.0%, -8.3
> COc1ccc(CCN=C(NS(=O)(=O)c2ccc(Cl)cc2)c2ccccc2)cc1
  0.9%, ?, -33.7%, -2.2, 2.0%, -33.5%, -17.8
> COc1ccccc1C1C(C#N)=C(N)Oc2cc(C)n(Cc3ccccn3)c(=O)c21 (stereo not drawn)
  11.1%, 54.6%, -9.8%, 4.6, -8.8%, ., 7.3
> CCN(CC(=O)Nc1ccc(NC(C)=O)cc1)CC(=O)Nc1ccc(Cl)c(Cl)c1
  -16.9%, 16.9%, 1.4%, -2.8, -15.1%, ., 2.4
> COc1ccc(OC(=O)CCc2c[nH]c3ccccc23)cc1
  4.6%, ?, -25.3%, -1.9, -4.9%, -15.1%, -2.4
> NC(=O)CN1CCN(c2nc(-c3ccc(F)cc3)cs2)CC1
  2.6%, 110.4%[activator], 84.1%[activator], 2.3, 4.0%, 42.5%[activator], 15.6
> COc1ccc(CC(=O)Nc2cccc(-c3ccc4nncn4n3)c2)cc1OC
  8.8%, -8.6%, -0.5%, 5.6, 0.9%, -9.3%, -15.0
> CCOC(=O)CNC(=O)CNC(=O)c1nn(-c2ccc(OC)c(Cl)c2)c(=O)c2ccccc12
  0.3%, -25.8%, 54.9%, 10.6, 5.1%, 11.3%, -7.0
> CCN(CC)C(=O)CNC(=S)N(CCCN1CCOCC1)Cc1cccs1
  -6.4%, 1.2%, 11.1%, -5.5, -2.8%, -4.2%, -8.8
> O=C1c2ccccc2-c2nnc(-c3ccc(F)cc3)cc21
  5.01µM*, ?, -23.3%, 42.1*, ?, -16.7%, 80.0*
> O=S(=O)(c1ccccc1Cl)N1CCC(O)(c2cccnc2)CC1
  -2.4%, 64.4%[activator], 1.2%, 1.1, -1.1%, -0.5%, -7.2

A draw from above in order of count of non-hydrogen atoms, ascending:
Second line of a record – LmPK inh, Pf growth 96h, AmpC inh no detg, Cycloheximide cs, TbPYK inhibitor, Pf growth 48h, Shiga toxin inh
> O=C(Nc1cccc(Cl)c1)Nn1cnnc1
  0.4%, 1.2%, -17.3%, -1.2, 2.0%, 6.5%, -1.1
> COc1ccc(OC(=O)CCc2c[nH]c3ccccc23)cc1
  4.6%, ?, -25.3%, -1.9, -4.9%, -15.1%, -2.4
> Cc1oc2ccc(NS(=O)(=O)c3cccc4cccnc34)cc2c1C(=O)OC(C)C
  -0.9%, 19.0%, -4.2%, -0.9, -2.5%, 7.3%, -16.2

Additional structures:
Second line of a record – LmPK inh, Pf growth 96h, AmpC inh no detg, Cycloheximide cs, TbPYK inhibitor, Pf growth 48h, Shiga toxin inh
> CC1CC(C)(C)NC(=S)N1CCC(=O)N1CCc2ccccc21 (stereo not drawn)
  1.9%, ?, -13.5%, 5.7, -9.4%, ?, 18.7
> O=C(O)Cc1c(O)ccc2ccccc12
  -1.1%, 14.7%, -10.9%, -3.4, -6.9%, 5.2%, -20.1
> Cc1nc(C)c(C(=O)O)s1
  -3.3%, 46.5%[activator], -11.1%, -5.4, 0.6%, -6.9%, -11.3
> Cc1ccc(CNC(=O)CSc2n[nH]c(N)n2)cc1
  -1.3%, ?, -6.2%, -2.2, -14.2%, 20.8%, -6.5
> O=C(NC1CCCCCC1)c1ccc(CS(=O)(=O)Cc2ccc(F)cc2)o1
  1.1%, ?, 5.0%, 21.8*, 0.0%, 44.9%[activator], 40.4*
> CCOC(=O)N1CCN(C(=O)c2cc3cc(OC)c(OC)cc3[nH]2)CC1
  0.6%, 7.1%, 0.6%, 0.6, -8.1%, 6.5%, -5.8
> CCCCCCN1CC(C(=O)OCC)C(=O)C1=O (stereo not drawn)
  2.8%, ?, -15.7%, -4.4, -5.1%, 23.2%, 17.8
> Nc1nc(SCC(=O)c2c(N)n(C3CC3)c(=O)[nH]c2=O)n[nH]1
  ., 16.0%, 0.6%, ., -15.0%, -0.6%, .
> N#CC1=C(N)C(C#N)(C#N)C(c2cccnc2)C2CN(C(=O)OCc3ccccc3)CC=C12 (stereo not drawn)
  0.7%, 9.28µM*, -25.5%, -1.7, -10.0%, ?, -4.2
> COc1ccc([C@H]2CC(=O)C=C(c3ccc(-c4ccccc4)c(F)c3)C2)cc1OC
  ., 46.0%[activator], -9.3%, ., 4.3%, -20.4%, .
> CCCCSc1nnc(CSc2nc3nc(C)cc(C)n3n2)o1
  8.1%, ?, 0.0%, 1.1, 3.2%, ., -12.4
> COC(=O)c1ccc(C(c2c(C)[nH][nH]c2=O)c2c(C)[nH][nH]c2=O)cc1
  0.4%, -38.7%, -11.6%, -6.1, -1.9%, -7.1%, -1.0
> O=C(NNS(=O)(=O)c1ccc(Br)cc1)c1sccc1-n1cccc1
  0.9%, 31.8%[activator], -36.5%, -2.0, 2.6%, 9.2%, -5.7
> CCNC(=O)CN(c1ccc(C)cc1)S(=O)(=O)c1ccc(SC)cc1
  -1.0%, ., 24.5%, 0.2, 4.2%, -15.6%, -6.4
> COc1ccccc1CC(=O)NC1CCCc2ccccc21 (stereo not drawn)
  -1.0%, 0.0%, -11.2%, 1.1, 1.9%, 32.6%[activator], -6.9
> Cc1cc(C(=O)COc2ccc(C#N)cc2)c(C)n1-c1ccc2c(c1)OCO2
  -2.7%, ?, -20.7%, 2.7, -5.9%, ?, 1.8
> O=C(COc1cccc(C(F)(F)F)c1)Nc1cccnc1
  8.1%, 15.3%, -5.1%, 1.3, 0.8%, 10.9%, -4.3
> CCCc1cc(-c2nc(-c3ccc(Cl)cc3)cs2)ccn1
  3.2%, 0.0%, 6.3%, 29.7, -17.8%, 21.0%, 13.7
> COc1ccc(C(=O)Nc2ccccc2C)cc1S(=O)(=O)N1CCOCC1
  -1.0%, 11.1%, -6.9%, -6.6, -3.8%, 6.6%, 0.4
> Cc1nc2c(ccc3nc(NC(=O)C(c4ccccc4)c4ccccc4)sc32)s1
  1.4%, 10.4µM*, -41.8%, -2.2, -1.8%, 3.7µM*, -11.3
> CCCS(=O)(=O)N1CCC(C(=O)NC2CCC(C)CC2)CC1 (stereo not drawn)
  7.1%, 26.7%, 0.1%, 21.8, -8.9%, -1.8%, 20.4
> O=C(Nc1ccc(S(=O)(=O)NCC2CCCO2)cc1)c1ccc(F)cc1 (stereo not drawn)
  0.6%, ?, -31.5%, -1.1, 0.1%, -4.1%, -1.6
> COc1cc(CNCc2cccs2)ccc1OCc1cccs1
  -3.4%, ?, -9.8%, 16.9, -5.8%, ?, -8.1
> CC1CCN(C(=S)NC(=O)c2ccco2)CC1
  -8.7%, -1.0%, -7.3%, 33.1*, -9.2%, 17.3%, 50.0
> CCCCCCCCCC[n+]1cccc2c3ccccc3ccc21
  -0.5%, ?, 59.0%, -3.9, -4.5%, 2.08µM*, 1.4
> COc1cc(/C=C2\C(=N)N3N=CSC3=NC2=O)ccc1OS(=O)(=O)c1ccccc1[N+](=O)[O-]
  -6.9%, 4.15µM*, -50.0%, 8.2, 2.8%, -11.6%, 42.7
> COc1cc(NC(=O)Nc2ccc(Cl)c(Cl)c2)c(C(=O)O)cc1OC
  1.9%, -20.4%, -16.4%, -0.5, -4.7%, 23.9%, -1.0
> O=C(Nc1cccc(-c2nc3ncccc3o2)c1)c1sc2cc(Cl)ccc2c1Cl
  0.7%, 78.2%[activator], -23.2%, 19.6, 3.4%, 45.4%[activator], 43.7*
> CC1CCN(CCC(=O)Nc2ccc3c(c2)OCCO3)CC1
  -0.8%, 42.7%[activator], -36.0%, 0.2, ., 4.8%, -3.0
> O=C(O)c1ccccc1CSc1ncccc1C(=O)O
  2.8%, -3.3%, -18.8%, -2.8, -2.6%, 0.0%, -9.2
> Cc1ccc(NC(=O)OCc2cncs2)cc1
  -0.2%, 52.9%[activator], -20.9%, 28.5*, -0.1%, 75.4%[activator], 70.8*
> COc1ccc(OC)c2c(C)c(C)[nH]c12
  -11.7%, 0.0%, -11.3%, 4.5, -3.4%, ?, 23.3
> CC(C)OP(=O)(c1ccc(N(C)C)cc1)C(O)c1ccccc1 (stereo not drawn)
  0.6%, ., -2.7%, -1.2, -0.9%, -9.1%, 6.3
> CCC1CCCCN1CCCNC(=O)CN1C(=O)CSc2ccc(S(=O)(=O)N3CCOCC3)cc21 (stereo not drawn)
  4.2%, -0.4%, -1.3%, -0.7, 0.4%&-2.1%, 18.8%, -9.3
> CN(C)C(=O)Oc1cccc(OCc2n(C)c3ccccc3[n+]2C)c1
  -4.8%, 2.94µM*, -22.9%, -4.5, -3.2%, ?, -2.1
> CCSC1=NCCN1S(=O)(=O)c1ccccc1
  7.2%, 20.1%, 36.0%[activator], -2.3, 2.9%, 23.9%, 35.9
> COc1ccc(-c2cn(-c3ccc(OC)cc3)c3[n+]2-c2ccccc2CC3)cc1
  -3.5%, 0.415µM*, 1.0%, -1.4, -6.4%, 1.17µM*, -4.5
> O=C(c1cc(S(=O)(=O)N2CCN(c3ccccc3)CC2)ccc1Cl)N1CCCCCCC1
  ., ?, -1.8%, ., 1.2%, ?, .

From PubChem BioAssay
